# Bioassay records as filed in PubChem.
# Tb PYK inh – blocks Trypanosoma brucei pyruvate kinase. TbPYK enzyme, Kinase-Glo Plus ATP luminescence, 45 min. Potency, µM (titrated, usually from 76.8 µM), for inactives: at the highest dose activity, negative = inhibition, usual class: inhibitors. 410,000 compounds, 0.12% hits. AID 624173; note: nearly all actives have a fitted effect of over 50% in size
#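 Assay buffer: 50 mM TEA pH 7.2, 100 mM KCl, 10 mM MgCl2, 0.05% BSA, 0.01% Tween-20. Pyruvate kinase from T. brucei plus substrate met compound, then ADP (130 uM final). Luminescence was read post 45 min RT.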
# Pf growth 48h – P. falciparum growth inhibition at 48 hours (one generation). P. falciparum luciferase growth in erythrocytes, 48 h. Potency, µM (highest dose often 28.7 µM), inactives show at the top dose activity change, negative = inhibition, most hits filed as inhibitors. 310,000 compounds, 5.9% hits. AID 504832
#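 Here the parasites carry a stable luciferase gene and grow inside erythrocytes in Albumax-based RPMI medium with compound for one erythrocytic cycle. Activity is scored as loss of luminescent signal.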
# Pf growth 96h – P. falciparum growth inhibition at 96 hour, primary screen for plastid delayed-death inhibitors. P. falciparum luciferase reporter growth, 96 h. Potency, µM (highest dose often 28.7 µM), for inactives: at the top dose activity change, negative = inhibition, most hits filed as inhibitors. 320,000 compounds, 6.9% hits. AID 504834
#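 Compounds incubated with erythrocytes infected by luciferase-expressing P. falciparum (2% hematocrit, 0.05% parasitemia final) for 96 hours, 37 C in 5% CO2. Growth inhibition scored as decreased luciferase luminescence.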
# HCV inh – blocks hepatitis C virus; 340,000 compounds, 3.4% hits; Potency, µM (series often up to 41.8 µM), without a hit: at the top dose activity change, negative = inhibition, most hits filed as inhibitors; Huh7.5.1 HCVcc-Cre infection, luciferase reporter, 44 h
#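 HCVcc-Cre virus at an moi near 0.5 was added right after compound to cells cultured 4 h from seeding (1,000 cells/well). Luciferase activity was determined 44 h later, 15 min after substrate addition at RT.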
# LmPK inh – LmPK (Leishmania mexicana) enzyme inhibition; AID 1721; 290,000 compounds, 0.37% hits; purified LmPK, Kinase-Glo ATP luminescence, 1 h; Potency, µM (series often up to 57.5 µM), for the others: at the top dose activity change, negative = inhibition, hits mostly inhibitors; Q27686
# Target sequence (Q27686 whole entry, looked up): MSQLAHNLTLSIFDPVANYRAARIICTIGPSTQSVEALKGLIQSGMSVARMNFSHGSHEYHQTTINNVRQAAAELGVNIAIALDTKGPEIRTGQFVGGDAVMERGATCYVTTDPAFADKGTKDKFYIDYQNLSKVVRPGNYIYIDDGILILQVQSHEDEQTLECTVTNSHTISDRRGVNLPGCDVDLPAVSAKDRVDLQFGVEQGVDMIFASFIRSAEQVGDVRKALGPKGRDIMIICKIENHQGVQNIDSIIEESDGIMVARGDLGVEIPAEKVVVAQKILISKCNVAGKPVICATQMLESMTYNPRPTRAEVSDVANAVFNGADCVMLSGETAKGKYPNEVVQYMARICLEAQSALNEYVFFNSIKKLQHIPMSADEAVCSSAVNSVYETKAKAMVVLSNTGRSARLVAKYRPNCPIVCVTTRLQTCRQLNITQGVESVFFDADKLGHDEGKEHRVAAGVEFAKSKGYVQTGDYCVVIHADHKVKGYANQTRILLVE
#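 0.1 nM LmPK, 0.5 mM PEP, 0.1 mM ADP; 50 mM imidazole pH 7.2, 7 mM MgCl2, 50 mM KCl; 1 h RT. Kinase-Glo luminescence readout, normalized to no-enzyme (full inhibition) and uninhibited wells.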
# Sm TGR block – S. mansoni TGR enzyme inhibition | Q962Y6 | purified TGR, DTNB reduction, TNB absorbance 405 nm | Potency, µM (series often up to 114 µM), inactives show top-dose activity change, negative = inhibition, usual class: inhibitors | 360,000 compounds, 3% hits | AID 485364; note: nearly all actives have a fitted effect of over 60% in size
#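 Kinetic colorimetric format: TGR-catalysed, NADPH-driven DTNB reduction monitored via TNB absorbance. Enzyme dispensed at 20 nM; compound exposure 15 min at room temperature before reaction start.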
# An asterisk follows results filed as active; i = inactive; ? = inconclusive; / = no result given; & = joins results of further samples; [ ] = dose if it differs, or a comment. Calls come from the whole dose curve; as a rule, active = well fitted curve in the direction sought with a large enough effect; inconclusive = small, poorly fitted or top-dose-only effect, or another doubt; inactive = no such curve, though single readings can be large; an effect the other way counts as inactive or inconclusive. % is set by controls: 0 for no effect and ±100 for the full control effect; potency is the fitted concentration of half-maximal effect.
SMILES	Tb PYK inh	Pf growth 48h	Pf growth 96h	HCV inh	LmPK inh	Sm TGR block
CCCCn1c(CNC(=O)C23CC4CC(CC(C4)C2)C3)nnc1SC(C)CC (stereo not given)	-16%	10µM*	?	3%	2%	5%
Cc1[nH]nc2nc(SCC(=O)NCCC3=CCCCC3)n(-c3ccc(Br)cc3)c(=N)c12	0%	?	28%	?	-6%	3%
Cc1ccc(NC(=O)CCC(=O)NNC(=O)c2cccs2)c(C)c1	-5%	3%	99%[activator]	?	1%	0%
COc1ccccc1CNCC(=O)Nc1ccc(C(F)(F)F)cc1	5%	114%[activator]	0%	-19%	-1%	5%
CCOc1ccc(C2C(C#N)=C(N)N3C(=C2C#N)Sc2ccccc23)cc1 (stereo not given)	-34%	?	-28%	2%	5%	-14%
CCN(CC(=O)Nc1ccc(NC(C)=O)cc1)C(=O)CCCOc1ccc(C(C)(C)C)cc1	2%	?	?	?	/	10%
Cn1c(N2CCOCC2)c(/C=N/OC(=O)c2cccnc2Cl)c2ccccc21	12%	?	3%	-2%	0%	/
Cc1cccc(C(C(=O)NC2CCCC2)N(C(=O)c2csnn2)C2CC2)c1 (stereo not given)	0%	0%	-28%	-1%	0%	-6%
CCS(=O)(=O)N1Cc2ccccc2CC1C(=O)Nc1nc(C)cs1 (stereo not given)	4%	i	306%[activator]	19%	3%	-2%
CSc1ccc(CN(C)C(=O)C(c2ccccc2)c2ccccc2)cc1	-1%	8.3µM*	?	?	5%	-17%
O=C(NCC1COCCO1)c1cc(COc2ccc(F)cc2F)on1 (stereo not given)	-2%	16%	-7%	18%	-5%	-5%
CCC(C)c1ccccc1NC(=O)Cc1coc2cc3c(cc12)CCC3 (stereo not given)	3%	-13%	0%	-14%	1%	1%

# Going on with the list.
SMILES	Tb PYK inh	Pf growth 48h	Pf growth 96h	HCV inh	LmPK inh	Sm TGR block
C=CCSc1nc2ccccc2c(=O)n1C1CCOC(C)(C)C1 (stereo not given)	4%	-10%	0%	7%	4%	-7%
Cc1c(C)n(C(=O)CN2CCC(C)CC2)c2ccccc12	1%	32%[activator]	46%[activator]	11%	1%	-20%
Cc1cc(C)nc(Nc2n[nH]c(-c3ccccc3N)n2)n1	-2%	141%[activator]	227%[activator]	3%	-18%	5%
CC(C)C(=O)N1CCN(S(=O)(=O)c2ccc3ccccc3c2)CC1	7%	2%	46%	?	-2%	2%
COc1ccc(C2C3=C(CC(C)(C)CC3=O)Oc3ncn(Cc4ccco4)c(=N)c32)cc1 (stereo not given)	-7%	?	?	?	2%	-14%
CC(C)(C)c1ccc(S(=O)(=O)N2CCC(CO)(CC3CCCCO3)CC2)cc1 (stereo not given)	-6%	2.3µM*	?	-13%	8%	17%
O=C(O)c1ccc(-c2ccc(/C=C3\NC(=O)N(Cc4ccc(Cl)cc4)C3=O)o2)cc1	-3%	?	?	-6%	10%	-20%
CCCCOC(=O)C1CN(c2ccccc2)N=C1C(C)=O (stereo not given)	-1%	1%	78%[activator]	?	0%	/
COc1cccc(NC(=O)c2cc(-c3ccc(C)o3)nc3ccccc23)c1	-21%	?	-42%	?	-10%	35µM*
Cn1c(=O)[nH]c(=O)c2c1nc(CN1CCOCC1)n2CCc1ccccc1	0%	6%	58%[activator]	9%	-2%	-1%
O=C(CN1CCOCC1)Nc1cccc(Br)c1	-4%	-20%	16%	5%	4%	-11%
COCCn1nnnc1C(C(C)C)N1CCSCC1 (stereo not given)	5%	-20%	0%	10%	-1%	?

# Laid out differently: entries from further up.
# Values in the order: Tb PYK inh	Pf growth 48h	Pf growth 96h	HCV inh	LmPK inh	Sm TGR block
Cc1cc(C)nc(Nc2n[nH]c(-c3ccccc3N)n2)n1
  -2%	141%[activator]	227%[activator]	3%	-18%	5%
CC(C)C(=O)N1CCN(S(=O)(=O)c2ccc3ccccc3c2)CC1
  7%	2%	46%	?	-2%	2%
COc1ccc(C2C3=C(CC(C)(C)CC3=O)Oc3ncn(Cc4ccco4)c(=N)c32)cc1 (stereo not given)
  -7%	?	?	?	2%	-14%
CC(C)(C)c1ccc(S(=O)(=O)N2CCC(CO)(CC3CCCCO3)CC2)cc1 (stereo not given)
  -6%	2.3µM*	?	-13%	8%	17%
O=C(O)c1ccc(-c2ccc(/C=C3\NC(=O)N(Cc4ccc(Cl)cc4)C3=O)o2)cc1
  -3%	?	?	-6%	10%	-20%

# The list goes on.
# Abbreviations: A = Tb PYK inh; B = Pf growth 48h; C = Pf growth 96h; D = HCV inh; E = LmPK inh; F = Sm TGR block
O=C(NCc1ccc(F)cc1)C1CCCN1C(=O)Nc1cccc(F)c1 (stereo not given)
  A = -2%	B = 1%	C = ?	D = 11%	E = 1%	F = -7%
CC(OC(=O)c1cc(=O)c2ccccc2o1)C(=O)Nc1ccc(N(C)C)cc1 (stereo not given)
  A = 5%	B = 38%[activator]	C = 30%[activator]	D = 12%	E = /	F = -13%
CC(C)C(NC(=O)c1ccc(Cl)cc1Cl)C(=O)NCCc1ccccn1 (stereo not given)
  A = 4%	B = 2%	C = 4%	D = 37%[activator]	E = /	F = -3%
Cc1cc(C)n2nc(-c3cnn(C)c3C(F)(F)F)c(Cl)c2n1
  A = -7%	B = -8%	C = ?	D = ?	E = 0%	F = 4%
CCCCn1c(SCC(=O)NC2CCS(=O)(=O)C2)nc2ccccc2c1=O (stereo not given)
  A = -4%	B = 99%[activator]	C = 10%	D = 5%	E = -1%	F = 4%
COc1cccc(NC(=O)CNC(=O)N2CC(=O)Nc3ccccc32)c1
  A = -8%	B = 61%[activator]	C = 49%[activator]	D = 13%	E = 3%	F = -12%
N#CC(C#N)=c1ccc2c(c1)N1C(c3ccccc3)=CC(c3ccccc3)C3CCCCC31N=2 (stereo not given)
  A = -8%	B = -16%	C = 51%[activator]	D = 12%	E = -20%	F = 5%
CCOC(=O)c1c(C)[nH]c(C(=O)N2CCN(CC)CC2)c1C
  A = -2%	B = 20%	C = 44%[activator]	D = 15%	E = -9%	F = 1%
O=C(c1ccncc1)N1CCN(c2ccc3ccccc3n2)CC1
  A = 1%	B = 7%	C = 38%[activator]	D = -28%	E = 0%	F = -7%
CC(Sc1nc(-c2ccccc2)nc2c1COC(C)(C)C2)C(=O)N1CCOCC1 (stereo not given)
  A = /	B = /	C = 8.3µM*	D = 10%	E = 8%	F = -7%
Clc1ccc(-c2nc3ncccn3c2Nc2ccc3c(c2)OCCO3)cc1
  A = 1%&-12%	B = ?	C = 52%[activator]	D = -14%	E = 4%	F = 1%&2%
[O-]/C(=C(\C(=S)NCCN1CCOCC1)[n+]1ccccc1)c1ccc(Cl)s1
  A = -19%	B = 265%[activator]	C = ?	D = 15%	E = -12%	F = -4%

# In the list so far, these contain bromine:
# Abbreviations: A = Tb PYK inh; B = Pf growth 48h; C = Pf growth 96h; D = HCV inh; E = LmPK inh; F = Sm TGR block
Cc1[nH]nc2nc(SCC(=O)NCCC3=CCCCC3)n(-c3ccc(Br)cc3)c(=N)c12
  A = 0%	B = ?	C = 28%	D = ?	E = -6%	F = 3%
O=C(CN1CCOCC1)Nc1cccc(Br)c1
  A = -4%	B = -20%	C = 16%	D = 5%	E = 4%	F = -11%

# A second format for some results above:
# Below each SMILES: Tb PYK inh, Pf growth 48h, Pf growth 96h, HCV inh, LmPK inh, Sm TGR block
- N#CC(C#N)=c1ccc2c(c1)N1C(c3ccccc3)=CC(c3ccccc3)C3CCCCC31N=2 (stereo not given)
  -8%, -16%, 51%[activator], 12%, -20%, 5%
- CCOC(=O)c1c(C)[nH]c(C(=O)N2CCN(CC)CC2)c1C
  -2%, 20%, 44%[activator], 15%, -9%, 1%
- O=C(c1ccncc1)N1CCN(c2ccc3ccccc3n2)CC1
  1%, 7%, 38%[activator], -28%, 0%, -7%
- CC(Sc1nc(-c2ccccc2)nc2c1COC(C)(C)C2)C(=O)N1CCOCC1 (stereo not given)
  /, /, 8.3µM*, 10%, 8%, -7%
